# aGlu spleen mod: inhibitors or activators of human alpha-glucosidase in spleen homogenate | Potency, µM (series often up to 79.9 µM), for the others: at the top dose activity change, negative = inhibition, most hits filed as inhibitors | P10253 | hit rate 0.006% among 240,000 | human spleen homogenate, 4-MU-alpha-glucoside fluorescence;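 further: 0% = enzyme with vehicle and -100% = no enzyme basal signal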
#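 AC50 values come from Hill-equation fits of concentration-response data, normalized to no-enzyme and full-activity controls. Enzyme source: 1 ug human spleen homogenate; 1 mM fluorogenic 4-MU glucoside, pH 5.0 citrate buffer, 37 C, 40 min.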
# Epigenetic reg: epigenetic control regulation, reporter derepression; murine LDR cells, GFP reporter derepression, 30 h; Potency, µM (titrated, usually from 53.9 µM), without a hit: at the highest dose GFP activation, usual class: activators; hit rate 0.2% among 280,000; further: % of control where 0% means no effect; nearly all actives have a fitted effect of over 60% in size
#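 Murine LDR cells bearing a silenced CMV-driven GFP reporter were exposed to compound for 30 h at 37 C. After PBS washes, GFP-positive cells (20-120 um objects) counted by laser-scanning microplate cytometry.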
# GAA glycogen: alters human alpha-glucosidase cleavage of glycogen; P10253; recombinant GAA, glycogen substrate, Amplex Red glucose oxidase fluorescence; Potency, µM (highest dose often 76.4 µM), without a hit: top-dose activity change, negative = inhibition, most hits filed as inhibitors; hit rate 0.38% among 300,000; AID 2100;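 further: 0% = full enzyme reaction and -100% = no-enzyme basal signal; the screen sought inhibitors and activators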
#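 Recombinant human enzyme (4 nM); glycogen substrate; 37 C, 40 min, pH 5.0. Readout: coupled glucose oxidase/Amplex Red fluorescence.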
# ALDH1A1 inh: blocks purified human ALDH1A1 activity; P00352; Purified ALDH1A1, NADH fluorescence, propionaldehyde substrate; Potency, µM (titrated, usually from 75.3 µM), without a hit: at the highest dose activity, negative = inhibition, actives largely listed as inhibitors; hit rate 7.3% among 220,000; AID 1030; active means well fitted inhibition curve with a large enough effect, not every such curve was filed as active; inconclusive means small, poorly fitted or top-dose-only effect, or another doubt; inactive means no such curve, though single readings can be large or run the other way;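 further: plate controls were no enzyme wells and a reference inhibitor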
# Target sequence (P00352 whole entry, looked up): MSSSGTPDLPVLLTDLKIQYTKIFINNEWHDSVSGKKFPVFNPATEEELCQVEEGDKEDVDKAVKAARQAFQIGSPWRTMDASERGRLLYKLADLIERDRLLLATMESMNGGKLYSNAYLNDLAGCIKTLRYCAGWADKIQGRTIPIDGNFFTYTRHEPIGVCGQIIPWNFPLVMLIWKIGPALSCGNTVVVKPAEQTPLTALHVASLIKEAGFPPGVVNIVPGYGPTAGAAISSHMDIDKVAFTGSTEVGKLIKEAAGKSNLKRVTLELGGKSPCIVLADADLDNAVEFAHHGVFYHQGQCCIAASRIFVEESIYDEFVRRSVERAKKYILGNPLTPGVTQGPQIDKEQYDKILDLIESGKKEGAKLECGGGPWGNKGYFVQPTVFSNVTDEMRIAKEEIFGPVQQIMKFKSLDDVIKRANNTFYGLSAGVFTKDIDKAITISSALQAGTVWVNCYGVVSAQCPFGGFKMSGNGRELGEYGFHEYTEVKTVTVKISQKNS
# GAA inhib: alpha-glucosidase (human) inhibition. P10253. purified human GAA, 4-MU-alpha-glucoside fluorescence. Potency, µM (titrated, usually from 76.9 µM), for the others: at the highest dose activity change, negative = inhibition, most hits filed as inhibitors. hit rate 0.005% among 200,000;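 further: plate controls were uninhibited enzyme wells for no effect and no-enzyme background for full effect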
#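 Read-out is 4-methylumbelliferone fluorescence (Ex 365/Em 440 nm) after NaOH/glycine stop at pH 10. Enzyme 4 nM, substrate 400 uM, pH 5.0 citrate buffer, 20 min room temperature; AC50 from Hill-equation concentration-response.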
# NPSR antagonist: neuropeptide S receptor (human) antagonism, cAMP; CHO-NPSR cells, cAMP TR-FRET, antagonist mode; hit rate 1% among 220,000; Potency, µM (titrated, usually from 38.3 µM), inactives show at the top dose activity change, negative = inhibition, hits mostly inhibitors; further: on the % scale 0 is the no-effect control and ±100 the full control effect; nearly all actives have a fitted effect of over 50% in size; many of its hits are not listed in these tables
# Target sequence (Q6W5P4 whole entry, looked up): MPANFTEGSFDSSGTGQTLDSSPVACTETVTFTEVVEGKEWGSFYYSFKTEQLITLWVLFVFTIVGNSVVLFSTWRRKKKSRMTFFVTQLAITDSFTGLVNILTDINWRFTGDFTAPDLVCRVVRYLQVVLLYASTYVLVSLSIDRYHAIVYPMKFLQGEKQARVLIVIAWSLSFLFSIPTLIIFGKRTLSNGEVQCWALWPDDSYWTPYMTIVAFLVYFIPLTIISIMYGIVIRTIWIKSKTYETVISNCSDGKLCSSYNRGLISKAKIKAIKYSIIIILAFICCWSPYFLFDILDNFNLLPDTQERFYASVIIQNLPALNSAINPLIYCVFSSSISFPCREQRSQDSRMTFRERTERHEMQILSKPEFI
# Tau fluor cs: counter-screen for tau fibril formation inhibitors; tau K18 P301L (four-repeat tau fragment) Alexa594 fluorescence, heparin fibrillization; Potency, µM (series often up to 57.7 µM), inactives show at the highest dose activity change, negative = decrease; hit rate 0.93% among 280,000; further: on the % scale 0 is the no-effect control and ±100 the full control effect; nearly all actives have a fitted effect of over 55% in size
#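 Human K18 P301L tau (15 uM unlabeled plus 0.24 uM Alexa 594-labeled, final) in 100 mM sodium acetate pH 7 was mixed with compound and 20 uM heparin and incubated 6 hr at 37 C.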
# GLA spleen mod: alpha-galactosidase A (human) modulation. P06280. human spleen homogenate, 4MU-alpha-Gal fluorescence, 40 min. Potency, µM (top dose mostly 80 µM), inactives show at the highest dose activity change, negative = inhibition, actives largely listed as inhibitors. hit rate 0.008% among 240,000;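 further: 0% = enzyme with vehicle and -100% = no enzyme basal signal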
#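 Fluorogenic readout (Ex 365/Em 440 nm) of 4-methylumbelliferone released from 1 mM 4-MU-alpha-galactoside by spleen homogenate, 40 min at 37C, pH 5.0. Data normalized to no-enzyme and enzyme controls; Hill-equation AC50 from compound titrations.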
# * = called active by the depositor; ? = inconclusive; . = not tested or not shown; & = joins results of further samples; [ ] = remark or other dose. Unless noted, the call rests on the fitted dose curve; in most records, active means well fitted curve in the direction sought with a large enough effect; inconclusive means small, poorly fitted or top-dose-only effect, or another doubt; inactive means no such curve, though single readings can be large; an effect the other way counts as inactive or inconclusive. Potency means the concentration at half of the fitted maximal effect. An excerpt, so the mix of outcomes need not match the whole.
# Order of values: NPSR antagonist | ALDH1A1 inh | Epigenetic reg | Tau fluor cs | GAA inhib | GAA glycogen | GLA spleen mod | aGlu spleen mod
CCC1Oc2ccc(C)cc2N(CC(=O)N(Cc2cccnc2)Cc2cccc(F)c2)C1=O (stereo unspecified)
→ -13%[46.1 µM] | ? | 0.0% | 10% | 3% | 6% | 1% | 3%
COC(=O)c1ccc(S(=O)(=O)c2ccc(C(=O)OC)s2)s1
→ ? | 5% | 0.9% | -2% | -3% | -3% | 8% | 5%
CCCCn1c(=N)n(CC(O)COc2ccccc2)c2ccccc21 (stereo unspecified)
→ 3%[46.1 µM] | -10% | -1.5% | 0% | 3% | -4% | 5% | -7%
CCCCOC(=O)C1[C@H]2C(=O)N(Cc3cccs3)C[C@]23C=C[C@H]1O3 (stereo partly specified)
→ -16%[46.1 µM] | ? | 4.1% | 5% | 1% | 0% | 1% | 2%
COc1cccc(-n2nnnc2SCC(=O)Nc2nc3c(s2)CCCC3)c1
→ 2%[46.1 µM] | ? | 0.0% | 12% | 1% | -13% | -5% | 4%
N#Cc1ccc(NC(=O)Nc2cccc(C#N)c2)cc1
→ 32% | ? | 1.1% | ? | -1% | 3% | -7% | -5%
COc1ccc(CCC(=O)NCc2cn3ccccc3n2)cc1
→ -5% | . | -1.0% | -27% | . | 6% | -3% | -2%
Cc1[nH]c2ccccc2c1C(=O)COC(=O)c1c(-c2c(F)cccc2Cl)noc1C
→ -31% | 6% | 1.1% | ? | -1% | -13% | -2% | 2%
CN1/C(=C\C=N\NC(=O)c2ccccc2Br)C(C)(C)c2ccccc21
→ -3% | 28µM* | -3.0% | 2% | -14% | 0% | -1% | 2%
COc1ccc(C(=O)OC/C(O)=C(\C#N)c2nc3ccccc3[nH]2)cc1S(=O)(=O)N1CCOCC1
→ 3% | 12% | -1.8% | -13% | -2% | 3% | 7% | 1%
N#Cc1ccc(OCCOCCNC2CCCC2)cc1
→ 30% | -2% | 0.0% | 3% | -1% | 14% | 6% | 0%
COc1ccc(-c2cc(=O)c3ccccc3n2C)cc1
→ -4%[46.1 µM] | 10% | 1.2% | -2% | -1% | 7% | -10% | -6%
COC(Cc1n[nH]c(=S)n1-c1ccc(Cl)cc1)OC
→ -3%[46.1 µM] | -9% | 0.0% | -8% | 5% | -3% | -2% | -8%
C/C(=N\O)c1c(O)cc(-c2ccccc2)n(-c2ccccc2)c1=O
→ 10% | . | 0.1% | -7% | . | -2% | 8% | 7%
Cc1nc(NC(=O)c2cccc(Cl)c2)sc1-c1csc(Nc2cccc(Cl)c2)n1
→ -9%[46.1 µM] | -7% | -1.2% | ? | -3% | -4% | 8% | -3%
CN(C)S(=O)(=O)c1ccc(N)c([N+](=O)[O-])c1
→ -27% | 17% | 0.0% | 2% | -1% | -1% | 2% | -4%
O=C1NN=C(c2ccccc2)CC1c1ccc(Cl)cc1Cl (stereo unspecified)
→ -19% | ? | 1.1% | -7% | 3% | -7% | -10% | -4%
CCc1nc2c(c(=O)c3ccccc3n2C)c(=O)n1CCc1ccc(OC)cc1
→ -11%[46.1 µM] | -10% | 1.0% | 3% | 3% | 18% | -5% | -9%
O=C(C1COc2ccccc2O1)N1CCn2c(nc3ccccc32)C1 (stereo unspecified)
→ -5%[46.1 µM] | 9% | 0.8% | -7% | 1% | ? | 3% | 10%
Cc1ccc2nc(-c3cccnc3)oc2c1
→ -9%[46.1 µM] | ? | -1.4% | -4% | -6% | 0% | -8% | 1%
Cc1cc[n+](C(C)C(=O)c2ccc(-c3ccccc3)cc2)cc1 (stereo unspecified)
→ 7% | ? | 1.3% | -9% | 2% | -7% | 2% | -5%
Cc1nc(N2CCN(c3ccccc3)CC2)nc2c1C(=O)CCC2
→ -12%[46.1 µM] | ? | 2.4% | -14% | -8% | 0% | 0% | -3%
Cc1ccc(C2CC(=O)Oc3cc(C)c(Cl)cc32)cc1 (stereo unspecified)
→ . | -13% | -1.5% | -13%[81.3 µM] | . | . | 17%[119 µM] | 1%[119 µM]
O=C(COc1ccc2ccccc2c1)NN1C(=O)c2ccccc2C1=O
→ 12% | 19% | 0.0% | 0% | -12% | 1% | -6% | 0%
CC(=O)c1ccc(NC(=O)c2ccc3c(Cl)c4c(nc3c2)CCCC4)cc1
→ -15% | -3% | -3.2% | -14% | 7% | 2% | 2% | 2%
CC(C)CCN(C(=O)CNC(=O)c1cccs1)C(C(=O)NC1CCCCC1)c1cccnc1 (stereo unspecified)
→ -2% | . | -3.4% | -1% | . | 3% | 8% | 0%
CC(=O)N1N=C(c2ccc(C)cc2)OC1c1ccc(C)cc1 (stereo unspecified)
→ -18%[46.1 µM] | 13% | 1.8% | -13% | -3% | 1% | 2% | 4%
Cc1c(Br)c([N+](=O)[O-])nn1C(C)C(=O)NCc1ccco1 (stereo unspecified)
→ 13%[46.1 µM] | 4% | 0.9% | 2% | 1% | -2% | -1% | -1%
O=C(NCc1ccccc1)NC1(C(=O)N2CCN(c3ncccn3)CC2)CCCCC1
→ 2%[46.1 µM] | 6% | -0.8% | 3% | -20% | 1% | 5% | 3%
CCOc1ccc(NC(=O)CCSc2nnc(C)s2)cc1
→ -6%[46.1 µM] | 0% | -2.3% | -3% | 2% | 7% | 11% | -2%
CCCCCCNC1=NCCS1
→ 20% | 3% | -1.3% | 2% | -1% | 5% | -12% | -12%
Cc1cc(Oc2ccc(Cl)cc2)nc(-c2ccccc2O)n1
→ -18%[46.1 µM] | 15% | 0.9% | -3% | -3% | -7% | 5% | 0%
CC1Cc2ccccc2N1C(=O)c1cc2c(=O)n3ccccc3nc2n1C (stereo unspecified)
→ -21%[46.1 µM] | ? | 3.2% | -18% | 4% | 8% | -10% | -15%
O=C(O)CCc1nc(-c2ccccc2)no1
→ -2%[46.1 µM] | 14% | -1.4% | 0% | 2% | -2% | 6% | 3%
CCN1C(=O)C(CC(=O)Nc2c(C)cccc2C)Nc2cc(S(=O)(=O)N(C)C)ccc21 (stereo unspecified)
→ -15% | ? | -0.5% | -13% | -11% | ? | -10% | -1%
COc1ccc2cc(CO)c(Cl)nc2c1
→ 10% | ? | 1.3% | -5% | 6% | 6% | -3% | -3%
Cc1noc(C)c1-c1nc(CS(=O)(=O)c2ccccc2)no1
→ -20% | ? | -1.3% | -3% | -5% | 3% | 5% | 2%
CCCc1[nH][nH]c(=O)c1C(c1cccc(Cl)c1)C(C#N)C#N (stereo unspecified)
→ -13%[46.1 µM] | 14µM* | -3.0% | -22% | 2% | -18% | 6% | -4%
CCCCOCCCNC(=S)Nc1ccc(S(=O)(=O)N2CCOCC2)cc1
→ -7% | . | -1.0% | -20% | . | -1% | -10% | -3%
CCNC(=S)N/N=C/c1cn(Cc2ccc(F)cc2)c2ccccc12
→ -23% | -11% | 0.0% | ? | -2% | -11% | 8% | -13%
O=C(O)c1cc(C(F)(F)F)nc2ccccc12
→ 13% | 10%&6% | 6.4%&-4.8% | 7%&0% | -13% | 2% | -4%&4% | -8%&3%
Cc1ccccc1C(=O)Oc1ccccc1C(=O)N1CCOCC1
→ 3%[46.1 µM] | 4% | 3.5% | -3% | -2% | 8% | 3% | 4%
CCC(=O)N1CCc2cc(S(=O)(=O)NC(C(=O)NCc3ccc(F)cc3)C(C)C)ccc21 (stereo unspecified)
→ -11%[46.1 µM] | 12% | -1.1% | -1% | 4% | -7% | 8% | 1%
O=S(=O)(c1cccc(F)c1)N1CCCN(c2ccc(C(F)(F)F)cn2)CC1
→ 30% | . | 0.0% | -11% | . | -17% | -6% | 1%
CN(Cc1ccccc1)S(=O)(=O)c1ccc(NC(=O)C2CCCO2)cc1 (stereo unspecified)
→ 5%[46.1 µM] | 0% | 0.0% | -13% | -7% | 2% | -3% | -6%
C=CCn1c(-c2ccccc2)ccc(C#N)c1=O
→ -6%[46.1 µM] | -2% | -1.2% | -13% | -1% | 2% | -3% | 0%
COc1cc(OC)c2ccc(=O)oc2c1C(CC(=O)N1CCCC(C)C1)c1ccc2c(c1)OCO2 (stereo unspecified)
→ -17% | . | 0.0% | -2% | . | 2% | 0% | -12%
O=C(NCc1ccccc1)NCc1cccs1
→ 0% | 0% | -1.1% | 1% | 3% | -9% | 4% | 3%
O=C(/C=C/c1ccc(S(=O)(=O)NCc2ccco2)cc1)NCc1cccc(Cl)c1
→ -20% | 20% | 0.0% | ? | -2% | -1% | -3% | 6%
Cn1cc(C(=O)N2CCc3ccccc3C2)c(=O)c2cc(S(=O)(=O)N3CCOCC3)ccc21
→ -7% | 14% | -0.1% | -5% | -1% | ? | 0% | -2%
c1ccc(OCCOc2cccc3cccnc23)cc1
→ 34% | 8% | 1.9% | -17% | 1% | -3% | -3% | -6%
Cc1nc(NC(=O)/C=C/c2ccccc2)n[nH]1
→ 8% | -6% | -3.0% | -3% | -11% | -9% | 14% | 5%

# Looked up above:
# O=C(NCc1ccccc1)NCc1cccs1 | GLA spleen mod = 4%
# Cc1nc(NC(=O)/C=C/c2ccccc2)n[nH]1 | ALDH1A1 inh = -6%

# Grouped by structure, the entries above with an aryl methoxy group
# Order of values: NPSR antagonist | ALDH1A1 inh | Epigenetic reg | Tau fluor cs | GAA inhib | GAA glycogen | GLA spleen mod | aGlu spleen mod
COc1cccc(-n2nnnc2SCC(=O)Nc2nc3c(s2)CCCC3)c1
→ 2%[46.1 µM] | ? | 0.0% | 12% | 1% | -13% | -5% | 4%
COc1ccc(CCC(=O)NCc2cn3ccccc3n2)cc1
→ -5% | . | -1.0% | -27% | . | 6% | -3% | -2%
COc1ccc(C(=O)OC/C(O)=C(\C#N)c2nc3ccccc3[nH]2)cc1S(=O)(=O)N1CCOCC1
→ 3% | 12% | -1.8% | -13% | -2% | 3% | 7% | 1%
COc1ccc(-c2cc(=O)c3ccccc3n2C)cc1
→ -4%[46.1 µM] | 10% | 1.2% | -2% | -1% | 7% | -10% | -6%
CCc1nc2c(c(=O)c3ccccc3n2C)c(=O)n1CCc1ccc(OC)cc1
→ -11%[46.1 µM] | -10% | 1.0% | 3% | 3% | 18% | -5% | -9%
COc1ccc2cc(CO)c(Cl)nc2c1
→ 10% | ? | 1.3% | -5% | 6% | 6% | -3% | -3%
COc1cc(OC)c2ccc(=O)oc2c1C(CC(=O)N1CCCC(C)C1)c1ccc2c(c1)OCO2 (stereo unspecified)
→ -17% | . | 0.0% | -2% | . | 2% | 0% | -12%
